Screening results from PubChem.
IDE cell activ: boosts human insulin-degrading enzyme activity in HEK cells; P14735; FAbeta-B cleavage, fluorescence polarization; 0% vehicle, 100% cell-free pure enzyme wells; AID 493087; 340,000 compounds, 0.073% hits; activation, % at 5.96 µM;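 active means activation above the mean of all tested compounds plus 3 SD, set per screening campaign, cut at about 17% in these data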
Target sequence (P14735 whole entry, looked up): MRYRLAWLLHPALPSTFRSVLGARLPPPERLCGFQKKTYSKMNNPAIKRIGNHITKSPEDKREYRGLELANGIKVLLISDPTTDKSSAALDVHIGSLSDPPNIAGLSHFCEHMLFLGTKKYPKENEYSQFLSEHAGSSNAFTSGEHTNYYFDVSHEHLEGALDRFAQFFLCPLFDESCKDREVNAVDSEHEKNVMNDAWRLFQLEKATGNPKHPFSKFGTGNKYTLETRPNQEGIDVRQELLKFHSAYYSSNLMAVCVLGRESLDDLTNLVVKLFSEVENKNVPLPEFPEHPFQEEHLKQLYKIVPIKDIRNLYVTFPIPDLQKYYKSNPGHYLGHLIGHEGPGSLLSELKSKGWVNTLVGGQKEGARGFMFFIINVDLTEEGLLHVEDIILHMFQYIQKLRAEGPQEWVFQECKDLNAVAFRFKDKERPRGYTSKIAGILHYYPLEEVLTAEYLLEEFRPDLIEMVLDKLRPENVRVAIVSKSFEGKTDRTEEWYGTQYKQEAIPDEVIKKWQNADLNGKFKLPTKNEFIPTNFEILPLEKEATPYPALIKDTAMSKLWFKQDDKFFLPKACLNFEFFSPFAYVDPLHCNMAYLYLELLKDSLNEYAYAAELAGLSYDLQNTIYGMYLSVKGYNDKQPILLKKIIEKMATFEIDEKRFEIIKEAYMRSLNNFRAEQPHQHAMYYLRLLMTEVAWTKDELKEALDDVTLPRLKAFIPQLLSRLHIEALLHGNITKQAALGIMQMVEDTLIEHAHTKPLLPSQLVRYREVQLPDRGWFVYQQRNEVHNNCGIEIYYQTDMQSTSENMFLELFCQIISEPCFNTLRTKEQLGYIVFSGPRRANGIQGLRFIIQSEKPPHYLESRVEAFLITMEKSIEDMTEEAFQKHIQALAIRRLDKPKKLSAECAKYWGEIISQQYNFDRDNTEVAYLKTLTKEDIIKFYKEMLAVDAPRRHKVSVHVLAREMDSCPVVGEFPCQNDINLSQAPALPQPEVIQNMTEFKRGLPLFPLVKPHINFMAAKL
IDE cell inh: inhibitors of human insulin-degrading enzyme in cells | inhibition, % at 5.59 µM | HEK cells, FAbetaB cleavage, fluorescence polarization | 320,000 compounds, 0.41% hits | AID 434962;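 active means percent inhibition above the average of all tested compounds plus 3 SD, set per screening campaign, cut at about 16% in these data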;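 further: IDE supplied by intact live HEK cells; FP after avidin binding of uncleaved biotin substrate so inhibition keeps polarization high; 0% = DMSO wells and 100% = 60 µM reference IDE inhibitor Ii1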
The depositor's hits bear a star. Not all compounds are listed. The share of hits here may be higher or lower than overall.

SMILES	IDE cell activ	IDE cell inh
CS(=O)(=O)c1ccc(-c2cccc(NC(=O)c3ccc(Br)o3)c2)nn1	0	2
COc1ccc(NC(=O)/C(N=Nc2ccc(Cl)c(S(=O)(=O)Nc3ccc(Cl)cc3)c2)=C(\C)O)cc1	0	-1
CCOc1ccc(C(=O)C(C)OC(=O)Cn2cnc3c2c(=O)n(C)c(=O)n3C)cc1 (stereo unspecified)	2	-5
CCC(=O)c1ccc(OCC(=O)OCC(=O)N2CCc3ccccc3C2)cc1	1	0
CCN(c1ccccc1)S(=O)(=O)c1cccc(C(=O)OCC(=O)Nc2ccc(NC(C)=O)cc2)c1	-1	0
O=C(CNC(=O)c1ccccc1)NCc1nc2ccccc2[nH]1	0	5
CCCCn1c(N)c(N(CCOC)C(=O)CCNC(=O)c2ccc(Br)cc2)c(=O)[nH]c1=O	1	0
COc1ccccc1CCC(=O)Nc1ccc(OC)c(S(=O)(=O)N2CCCCC2)c1	3	-3
C=C(c1ccccc1)c1ccccc1N	6	3
COc1ccc(S(=O)(=O)N2CCCCC2)cc1NC(=O)c1ccc(CS(C)(=O)=O)cc1	1	0

A section of the results above, as a working copy:
SMILES	IDE cell activ	IDE cell inh
CS(=O)(=O)c1ccc(-c2cccc(NC(=O)c3ccc(Br)o3)c2)nn1	0	2
COc1ccc(NC(=O)/C(N=Nc2ccc(Cl)c(S(=O)(=O)Nc3ccc(Cl)cc3)c2)=C(\C)O)cc1	0	-1
CCOc1ccc(C(=O)C(C)OC(=O)Cn2cnc3c2c(=O)n(C)c(=O)n3C)cc1 (stereo unspecified)	2	-5
CCC(=O)c1ccc(OCC(=O)OCC(=O)N2CCc3ccccc3C2)cc1	1	0

Back to the main list; the two compounds before the break are reprinted first.
SMILES	IDE cell activ	IDE cell inh
C=C(c1ccccc1)c1ccccc1N	6	3
COc1ccc(S(=O)(=O)N2CCCCC2)cc1NC(=O)c1ccc(CS(C)(=O)=O)cc1	1	0
O=C1c2ccccc2S(=O)(=O)c2cc(C(=O)N3CCN(C(=O)c4ccccc4)CC3)ccc21	0	2
O=C(OC1CCOC1=O)c1cc(S(=O)(=O)N2CCOCC2)c(Cl)cc1Cl (stereo unspecified)	5	-2
CC1CCCCC12NC(=O)N(CC(=O)N(C)Cc1nc3ccccc3c(=O)[nH]1)C2=O (stereo unspecified)	1	3
COc1cc(OC)cc(-c2c(C#Cc3ccsc3)c3cc(-c4ccc(N(C)C)nc4)ccc3n2C)c1	7	5
CC1CCCC(NC(=O)CCNC(=O)c2ccc(Cl)cc2)C1C (stereo unspecified)	-2	0
COc1ccccc1OCCNC(=O)C(CCSC)NS(=O)(=O)c1ccccc1F (stereo unspecified)	1	5
Cc1cccc(C(=O)OCC(=O)N2CCC(c3ccccc3)=N2)c1O	5	6
CC(C(=O)Nc1ccc2c(c1)OCO2)n1cnc2c1c(=O)n(C)c(=O)n2C (stereo unspecified)	2	2
C[C@H](CO)N1C[C@H](C)[C@@H](CN(C)Cc2ccc(C(=O)Nc3ccccc3N)cc2)Oc2c(NC(=O)C3CCCCC3)cccc2C1=O	4	5
CC1CC(C)(C)CC2(C1)NC(=O)N(CC(=O)N1CCN(S(=O)(=O)c3cccc(F)c3)CC1)C2=O (stereo unspecified)	5	2
CCc1ccc(/C=C(\C#N)C(=O)NC2CCS(=O)(=O)C2)cc1 (stereo unspecified)	8	0
CCc1noc(C)c1C(=O)Nc1nc(-c2ccc(OC)cc2)cs1	-1	2
O=C(NCc1ccccc1)c1nc[nH]c1C(=O)N1CCc2ccccc2C1	-3	3
CC1=C(N2CCCCC2)CCC1=O	5	6
Cc1ccc(NC(=O)NC2CC(=O)N(c3ccc4c(c3)OCCO4)C2)cc1F (stereo unspecified)	4	1
Cc1ccc(NC(=O)CCc2ccc(S(=O)(=O)N3CCOCC3)cc2)c(Cl)c1	-5	5
CN(Cc1c(F)cccc1Cl)C(=O)c1cccc(S(=O)(=O)NCc2ccccc2)c1	-1	5
COc1ccc(OC)c(S(=O)(=O)NCC(c2ccco2)N2CCc3ccccc32)c1 (stereo unspecified)	1	-4
CCOC(=O)c1ccc(S(=O)(=O)N2CCN(Cc3cc4c(cc3O)OCO4)CC2)cc1	4	-1
CCN(C(=O)COC(=O)CCc1c[nH]c2ccccc12)c1c(N)n(Cc2ccccc2)c(=O)[nH]c1=O	4	-1
O=C(C1CCN(S(=O)(=O)c2ccc(Cl)c(C(F)(F)F)c2)CC1)N1CCC1	0	-1
CC1(c2ccc(Cl)cc2)NC(=O)N(CC(=O)NC2CCCCC2)C1=O (stereo unspecified)	1	4
O=C1c2ccccc2NC(c2ccc(Br)o2)N1O (stereo unspecified)	-1	6
O=C(COC(=O)c1ccccc1NCCO)NCCc1ccccc1	3	-1
CN(CC(=O)Nc1ccccc1C(F)(F)F)C(=O)COc1ccccc1Cc1ccccc1	5	-2
O=C(NCC(=O)N1CCCCCCC1)c1ccc(Br)o1	4	1
CCOC(=O)c1c(C)[nH]c(C(=O)C(C)OC(=O)c2cnc(C)cn2)c1C (stereo unspecified)	3	1
Cc1cc(C)cc(N(CCC#N)C(=O)CSc2ncnc3sccc23)c1	0	0
COc1ccc(-c2ccc3c(c2)S(=O)(=O)c2cccc(C(=O)NC4CCCCC4)c2C3=O)cc1OC	2	1
CC(Sc1nc2ccccc2c(=O)n1CC1CCCO1)C(=O)N(C)Cc1ccccc1 (stereo unspecified)	1	6
O=C(CSC(=S)N1CCCC1)N/N=C/c1c(O)[nH]c(=S)[nH]c1=O	-1	11
COc1ccc2oc(C(=O)OCC(=O)N3CCN(c4ccccc4)CC3)c(C)c2c1	-6	7
CC(=O)C(Cc1ccccc1)NC(=O)COC(=O)c1cccc(C)c1[N+](=O)[O-] (stereo unspecified)	3	1
CCOC(=O)C1CCCN(c2nc3ccccc3nc2NS(=O)(=O)c2ccc(C)cc2)C1 (stereo unspecified)	7	0
CCCN(CC(=O)Nc1ccccc1C)C(=O)c1cc(C)oc1C	1	-4
CCc1ccccc1NC(=O)CN1CCN(C(=O)CN2C(=O)NC3(CCCC3)C2=O)CC1	3	-4
CN(C)CCC(=O)C(Cc1ccccc1)c1ccccc1 (stereo unspecified)	4	5
O=C(O)c1cccc(S(=O)(=O)N2CC=C(c3ccccc3)CC2)c1	1	2
CCN(CC(=O)Nc1ccccc1OC)C(=O)c1cc(S(=O)(=O)N2CCCCCC2)ccc1OC	4	0
Cc1ccc(C)c(NC(=O)CN(C)C(=O)C2=NNC(=O)CC2)c1	1	1
CCOc1ccccc1C(=O)NCC(=O)NC(C)c1ccc(-n2ccnc2)cc1 (stereo unspecified)	1	1
CCN(c1ccccc1)S(=O)(=O)c1cccc(C(=O)NCc2ccccn2)c1	7	-1
CN(CC(=O)NCCc1ccc(S(N)(=O)=O)cc1)CC(=O)Nc1ccc(Cl)cc1	4	4
CSc1ncccc1C(=O)OCC(=O)N(C)c1c(N)n(Cc2ccccc2)c(=O)[nH]c1=O	1	1
Cn1c(SCC(=O)NCC2CCCO2)ncc(C(=O)Nc2ccc(F)cc2)c1=O (stereo unspecified)	-3	-4
Clc1ccc(-c2noc3c2-c2nc(Cc4cccc5ccccc45)sc2CC3)cc1	0	0
C#CCOCCOCCOCCNc1nc(N2CCN(C(=O)[C@H](CCC(=O)O)n3cc([C@@H](N)CCCCN)nn3)CC2)nc(N2CCN(C(=O)[C@H](CCCCN)n3cc([C@@H](N)CC(N)=O)nn3)CC2)n1	-1	8
Cc1ccc(NC(=O)C(c2ccccc2)N2CCN(CC(=O)N3CCOCC3)CC2)cc1Cl (stereo unspecified)	1	-6
CC1(C)O[C@@H]2[C@H](O1)[C@@H](CO)O[C@H]2n1cnc2c(N)ncnc21	0	-5
C[C@H](CO)N1C[C@H](C)[C@@H](CN(C)C(=O)Nc2ccc3c(c2)OCO3)Oc2c(NC(=O)c3ccncc3)cccc2C1=O	3	1
Continuation:
SMILES	IDE cell activ	IDE cell inh
CSc1ccc(Cl)c(C(=O)Nc2cc(S(=O)(=O)N3CCOCC3)ccc2N2CCOCC2)c1	3	4
COCC(=O)Nc1ccc(N2CCOCC2)c(S(=O)(=O)Nc2ccccc2OC)c1	2	4
O=C(CNC(=O)c1ccccc1F)Nc1ccncc1	-3	1
O=S(=O)(NCC1CCC(NS(=O)(=O)c2c(F)cccc2F)CC1)c1ccc2c(c1)OCCO2 (stereo unspecified)	-1	2
COc1ccc2oc(C(=O)NC(C)c3ccccn3)c(C)c2c1 (stereo unspecified)	1	10
CCN(c1ccccc1)S(=O)(=O)c1ccc(N2CCN(c3ccc(OC)cc3)CC2)nc1	26*	0
CCc1ccc(OCc2nnc(-c3ccccc3Br)o2)cc1	8	4
CC(=O)N1CCN(c2ccc(S(=O)(=O)N3CCOCC3)cc2[N+](=O)[O-])CC1	1	5
O=S(=O)(c1ccc2c(c1)CCCC2)N1CCNCC1	2	7
O=C(COC(=O)C1CCN(C(=O)c2ccc(Cl)cc2)CC1)Nc1ccccc1F	0	-4
CCc1cc(Cn2nc(-c3ccccc3C)cc2C(=O)O)on1	4	1
COc1ccccc1N(CCC#N)C(=O)CSc1nnc2ccccn12	6	5
O=C1CCC(c2ccccc2)(C2CCN(Cc3ccccc3)CC2)C(=O)N1 (stereo unspecified)	0	2
O=C(OCC(=O)N1CCCCC1)c1cc(S(=O)(=O)N2CCOCC2)c(Cl)cc1Cl	2	-2
O=C(NCc1cccc(Br)c1)C1CC(c2cc(C(F)(F)F)cc(C(F)(F)F)c2)=NO1 (stereo unspecified)	0	-4
Cc1ccc2nc(C)cc(C(=O)NC3CCCCCC3)c2c1	1	3
COC(=O)[C@]1(Cc2ccccc2)N[C@H](c2ccc(-c3cc(C(C)=O)cs3)cc2)[C@@H]2C(=O)N(C)C(=O)[C@@H]21	1	2
O=C(NCCCN1CCCC1=O)c1cccc(NS(=O)(=O)c2ccccc2)c1	5	-1
N#CC1(NC(=O)Cn2cc(C(F)(F)F)ccc2=O)CCCC1	1	0
Cc1cn(C2CC(OC(=O)C(C)C)C(CO)O2)c(=O)[nH]c1=O (stereo unspecified)	6	5
Cc1cc(C(=O)NNC(=O)c2ccccc2F)c2ccccc2n1	-1	-1
O=C(CCN1C(=O)c2ccccc2S1(=O)=O)Nc1cc(Cl)ccc1Cl	-2	5
Cc1sc2nc(CSC(C)C(=O)Nc3ccccn3)[nH]c(=O)c2c1C (stereo unspecified)	-1	-1
Cc1cccc(-c2oc3ccc(-c4ccc5c(c4)OCO5)cc3c2C#Cc2cncn2C)c1	7	1
O=C(Nc1nnc(SCc2ccc(F)cc2)s1)C1=COCCO1	6	0
CC1CC(C)CN(C(=O)c2cc3ccccc3o2)C1 (stereo unspecified)	4	9
O=[N+]([O-])c1cccc(S(=O)(=O)Nc2ccc(-c3ccc(N4CCCC4)nn3)cc2)c1	0	2
O=C(COC(=O)c1ccco1)NC1CCCc2ccccc21 (stereo unspecified)	4	-1
COc1ccccc1C(C)NC(=O)c1cc(S(=O)(=O)N2CCCCC2)ccc1C (stereo unspecified)	8	-4
CCOc1ccc(CCNC(=O)COC(=O)COc2ccc(Cl)cc2)cc1OCC	-1	6
COc1ccc(-n2nnnc2SCC(=O)NC2CC2)cc1	-3	2
C[C@]12CC[C@H](OC(=O)CCC(=O)O)CC1=CCC1C2CC[C@@]2(C)C1CC[C@@H]2N (stereo partly specified)	5	2
Cc1ccc(C(=O)COC(=O)COc2ccccc2[N+](=O)[O-])s1	1	-2
CC(C)CCn1c(SCC(=O)NC2CC2)nc2cc(Cl)ccc2c1=O	6	-2
CC1(C)C[C@@H](O)[C@]2(C)CC[C@]3(C)C(=CCC4[C@@]5(C)CC[C@H](O)[C@](C)(CO)C5CC[C@]43C)[C@@H]2C1 (stereo partly specified)	8	-1
Cc1ccc(C(=O)OCCOc2cccc(Cl)c2)cc1S(=O)(=O)N1CCOCC1	5	2
Cc1cnc(NC(=O)CCCNC(=O)c2ccc(Cl)cc2)s1	2	1
CCC(Oc1ccccc1)C(=O)N1CCN(S(=O)(=O)c2ccccc2)CC1 (stereo unspecified)	-2	-3
CC(=O)NC(CC(=O)OCC(=O)c1ccc(NC(=O)CC(C)C)cc1)c1ccccc1 (stereo unspecified)	9	1
CC(Oc1ccc(F)cc1)C(=O)Nc1ccc(N2CCOCC2)cc1N1CCOCC1 (stereo unspecified)	-1	1

Brought forward from above: six compounds, followed by the next part.
SMILES	IDE cell activ	IDE cell inh
CC1(C)C[C@@H](O)[C@]2(C)CC[C@]3(C)C(=CCC4[C@@]5(C)CC[C@H](O)[C@](C)(CO)C5CC[C@]43C)[C@@H]2C1 (stereo partly specified)	8	-1
Cc1ccc(C(=O)OCCOc2cccc(Cl)c2)cc1S(=O)(=O)N1CCOCC1	5	2
Cc1cnc(NC(=O)CCCNC(=O)c2ccc(Cl)cc2)s1	2	1
CCC(Oc1ccccc1)C(=O)N1CCN(S(=O)(=O)c2ccccc2)CC1 (stereo unspecified)	-2	-3
CC(=O)NC(CC(=O)OCC(=O)c1ccc(NC(=O)CC(C)C)cc1)c1ccccc1 (stereo unspecified)	9	1
CC(Oc1ccc(F)cc1)C(=O)Nc1ccc(N2CCOCC2)cc1N1CCOCC1 (stereo unspecified)	-1	1
CCN(CC(=O)Nc1ccc(NC(C)=O)cc1)C(=O)c1cccc(S(=O)(=O)N2c3ccccc3CC2C)c1 (stereo unspecified)	1	3
COCCN(C(=O)c1ccc(N2CCCC2=O)cc1)c1c(N)n(CC(C)C)c(=O)[nH]c1=O	4	-2
CC(=O)N[C@H]1[C@H]([C@H](O)[C@H](O)CO)OC(C(=O)O)=C[C@@H]1O	8	2
Cc1ccc(C(O)C(=O)c2ccco2)cc1 (stereo unspecified)	1	-2
CC(=O)Nc1ccc(NC(=O)CSc2nnc(-c3ccc4c(c3)OCO4)o2)cc1	0	-2
CC(C)[C@H]1COCCS(=O)(=O)N1Cc1ccccc1	2	-2
